# Fibroblast inh: blocks proliferation of human lung fibroblasts; LL 47 human lung fibroblast viability, ATP luminescence; stronger effect = lower value; viability, % at 10 µM; actives 1.1% (n = 85,000); AID 719;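 active means viability at or below 50% in the single dose screen; inactive means viability above 50%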;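 further: compound exposure lasted 72 h before the ATP readout; 100% = median luminescence of untreated cell-only wells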
#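 Signal: luminescent ATP detection, CellTiter-Glo; assay system: LL 47 human lung fibroblasts; input: 1,150 cells/well; incubation: overnight cell rest, 72 h compound treatment at 37 °C; measure: % viability versus median cells-only luminescence; medium: IMEM growth medium with 15% fetal bovine serum; dosing: compound addition at 0.1% DMSO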
# sEH act: activators of human soluble epoxide hydrolase; P34913; purified human sEH enzymatic activity, activator screen; activation, % at 2 µM; actives 0.04% (n = 91,000); AID 717; in the data active means activation above about 37%; further: values of inactives mirror those of a sister screen read the other way
# Target sequence (P34913 whole entry, looked up): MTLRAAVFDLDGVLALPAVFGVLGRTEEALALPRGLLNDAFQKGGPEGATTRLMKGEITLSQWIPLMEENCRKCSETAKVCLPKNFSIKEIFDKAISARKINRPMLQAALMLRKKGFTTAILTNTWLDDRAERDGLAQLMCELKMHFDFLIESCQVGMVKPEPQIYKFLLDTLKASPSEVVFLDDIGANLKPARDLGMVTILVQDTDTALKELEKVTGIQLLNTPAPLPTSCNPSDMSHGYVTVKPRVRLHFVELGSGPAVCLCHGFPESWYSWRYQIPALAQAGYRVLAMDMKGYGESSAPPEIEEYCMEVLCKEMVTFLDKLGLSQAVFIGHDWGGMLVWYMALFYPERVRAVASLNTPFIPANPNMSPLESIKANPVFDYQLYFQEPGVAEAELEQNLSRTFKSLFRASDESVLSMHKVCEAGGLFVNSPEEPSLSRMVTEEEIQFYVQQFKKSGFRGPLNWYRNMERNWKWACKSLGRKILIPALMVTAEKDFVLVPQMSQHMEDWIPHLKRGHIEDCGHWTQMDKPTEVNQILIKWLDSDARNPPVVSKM
# HUVEC inhibit: human endothelial cell proliferation inhibition. viability, % at 10 µM (by protocol). HUVEC proliferation, CellTiter-Glo luminescence, 72 h; stronger effect = lower value. actives 1.1% (n = 86,000);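 active means viability at or below 30%; inactive means viability above 30%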;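 further: 100% = median luminescence of DMSO-only cell control wells on each plate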
# ERb SRC1 inh: ER-beta (human) coactivator binding inhibition. Q92731. TR-FRET ER-beta LBD / SRC1-Cy5 peptide binding; receptor agonist-loaded with 1 µM estradiol. inhibition, % at 25.6 µM. actives 1.3% (n = 86,000). AID 633;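 active means compounds whose percent inhibition of the receptor-coactivator binding signal exceeds about 50% in the single-dose screen, limit read from the data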;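 further: 0% = receptor plus peptide wells without compound and 100% = peptide-only wells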
# Smad3 FoxH1 inh: inhibitors of human Smad3 transcription factor binding | AID 630 | actives 0.29% (n = 88,000) | TR-FRET Smad3/Dy647-FoxH1 peptide binding, europium anti-His | P84022 | inhibition, % at 25 µM;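 active means compounds that reduce the energy-transfer binding signal between the protein and its labelled peptide by more than half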;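 further: 0% = Smad3 plus labelled peptide maximal FRET and 100% = peptide-only background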
# Target sequence (P84022 whole entry, looked up): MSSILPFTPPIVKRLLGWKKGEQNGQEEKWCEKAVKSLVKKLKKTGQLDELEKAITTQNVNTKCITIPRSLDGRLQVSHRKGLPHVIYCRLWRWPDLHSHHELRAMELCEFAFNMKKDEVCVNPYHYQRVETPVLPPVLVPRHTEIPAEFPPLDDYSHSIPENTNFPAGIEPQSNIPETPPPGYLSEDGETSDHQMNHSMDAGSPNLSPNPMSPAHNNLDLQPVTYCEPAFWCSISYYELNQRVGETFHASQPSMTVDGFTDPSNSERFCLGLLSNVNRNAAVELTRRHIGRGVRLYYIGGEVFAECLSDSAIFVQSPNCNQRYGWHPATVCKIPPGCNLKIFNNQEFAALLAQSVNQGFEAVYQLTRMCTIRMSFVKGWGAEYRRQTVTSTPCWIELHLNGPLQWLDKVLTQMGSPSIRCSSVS
# Calb biofilm kill: kills Candida albicans biofilms; C. albicans biofilm + clotrimazole, Alamar Blue; inhibition, % at 6 µM; actives 0.14% (n = 85,000); AID 834;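 active means inhibition above 20%; inactive means inhibition below 20%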;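 further: preformed 24 hr biofilms exposed to compound for 48 hr; 0% = biofilm without compound and 100% = blank killed by clotrimazole plus chlorhexidine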
# ERa SRC1 pot: ER-alpha (human) coactivator binding potentiation; P03372; TR-FRET ERalpha-LBD/SRC-Cy5 coactivator binding, 2 h; 100 = basal binding, no effect; coactivator binding (% of control), % at 25.6 µM; actives 1.3% (n = 86,000); AID 639; in the data active means activity above about 200%;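 further: binding measured in presence of low estradiol as agonist stimulus; 0% = peptide alone without receptor and 100% = receptor with peptide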
# ERa coact inh: ER-alpha (human) coactivator binding inhibition; inhibition, % at 25.6 µM; actives 1.7% (n = 86,000); P03372; TR-FRET ER-alpha LBD / SRC-1 peptide, estradiol-bound; in the data active means inhibition above about 50%;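 further: 0% = receptor plus peptide control and 100% = peptide only without receptor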
# H69AR inhibit: growth inhibitors of human H69AR lung tumor cells; actives 6% (n = 85,000); H69AR lung tumor viability, ATP luminescence, 72 h; stronger effect = lower value; AID 598; viability, % at 10 µM;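 active means viability at or below 40%; inactive means viability above 40%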;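 further: multidrug resistant small cell line overexpressing MRP-1 efflux transporter; 100% = mean luminescence of untreated control wells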
# * = called active by the depositor; . = no result given; [ ] = another dose, or the depositor's remark. An excerpt; count on the stated rates, not on these rows.
SMILES,Fibroblast inh,sEH act,HUVEC inhibit,ERb SRC1 inh,Smad3 FoxH1 inh,Calb biofilm kill,ERa SRC1 pot,ERa coact inh,H69AR inhibit
O=C(O)c1oc2ccccc2c1CSc1ccccn1,103,5,98,3,2,-2,99[fluorescence artefact?],30,100
CSc1nc(N2CCOCC2)c2ccccc2n1,96,4,97,3,-5,5,101,-5,81
COc1ccc(S(=O)(=O)N2CCOCC2)cc1C(=O)Nc1cc(C)on1,109,8,108,2,-4,1,120,-6,88
CCc1nnc(NC(=O)C2CCC2)s1,98,.,100,-17,0,7,95,-5,129
Cc1nc(Sc2cccn2C)c(C(F)(F)F)c(=O)[nH]1,112,0,92,-5,0,10,89,-2,98
O=C(NC1CCCCC1)c1noc2c1CCCCC2,.,.,105,61*[fluorescence artefact?],16,0,72,50*[fluorescence artefact?],96
CCOc1ccc(Cc2nc(-c3nonc3N)no2)cc1OCC,100,.,107,-14[fluorescence artefact?],2,6,105,-11,77
Cn1c(CCNC(=O)OC(C)(C)C)n[nH]c1=S,87,12,103,-8,12[fluorescence artefact?],7,131,-3,101
CC(=O)Nc1nc(SCCCc2ccccc2)n[nH]1,104,4,95,4[fluorescence artefact?],10,0,124,4[fluorescence artefact?],81
O=C(Nc1cc(C(F)(F)F)ccc1N1CCOCC1)c1ccc[n+]([O-])c1,102,4,102,3,16,2,101,-2,101
CCOc1cc(-c2noc(-c3cccnc3)n2)ccc1OC,97,-15,98,-11,8,8,119,-5,93
Cc1occc1-c1nnc(SCC(=O)Nc2ccc3c(c2)OCO3)n1CC1CCCO1 (stereo not drawn),96,-5,99,-12,7,2,128,-10,85
CCCS(=O)(=O)N1CCCC(C(=O)NCCN2CCC(Cc3ccccc3)CC2)C1 (stereo not drawn),95,23,92,5,-13,5,117[fluorescence artefact?],-6,78
Cc1ccc(C2NC(=O)NC3=C2CCc2ccccc23)cc1 (stereo not drawn),105,18,94,8,5,6,86,14,76
CCCCOc1ccc(S(=O)(=O)Nc2ccc(NC(C)=O)cc2)cc1,.,0,104,2[fluorescence artefact?],1,-3,74,5[fluorescence artefact?],101
CC1(C)Cc2c(sc3nc(-c4ccccc4)n(N)c(=O)c23)CO1,99,4,114,-7,9,4,96,3,94
COC(=O)CSc1nnc(-c2ccc(S(=O)(=O)N3CCCC3)cc2)n1C,97,-9,91,-1[fluorescence artefact?],8,4,105,3[fluorescence artefact?],96
CCOC(=O)N1CCC(NS(=O)(=O)c2cc(Br)cnc2N)CC1,97,.,98,5[fluorescence artefact?],5,3,104,4[fluorescence artefact?],103
Cc1ccc(NC(=O)CN(C)S(=O)(=O)c2cccc3nsnc23)cc1,100,7,86,1,-5,-7,91,-3[fluorescence artefact?],88
O=C(Cc1ccccc1)N1CCC(c2nc(-c3ccc(F)cc3)no2)CC1,106,-1,88,-6[fluorescence artefact?],6,7,119,5[fluorescence artefact?],92
COc1ccc(C)cc1S(=O)(=O)N1CCC(C)CC1,100,12,54,-3,-4,6,82,23,97
CCOC(=O)N1CCN(C(=O)c2c(-c3ccccc3)noc2C)CC1,108,.,100,-7,6,4,95,-2,87
CC(C)(C#N)NC(=O)c1ccco1,96,.,93,-4,-19,6,124,-1,90
COc1ccccc1C(=O)Nc1ccccn1,95,-5,104,3[fluorescence artefact?],13,7,91,5,91
CCCCn1c(=O)[nH]c(=O)c2c1nc(-c1ccc(-c3ccccc3Br)o1)n2CCOC,39*,-1,44,-3,1,-5,64,16,47
CCN=C1NN=C(c2ccc(C)cc2)CS1,106,9,99,-15,32[fluorescence artefact?],8,70,0,90
CCCN1C2=NS(=O)(=O)CCN2c2ccccc21,103,-2,104,2[fluorescence artefact?],-8,3,114,5[fluorescence artefact?],97
Cn1c(-n2c(CCN3C(=O)c4ccccc4C3=O)nc3ccccc3c2=O)nc2ccccc21,89,.,93,5[fluorescence artefact?],-10,-1,119,-6,70
O=C(CCN1CCOCC1)Nc1ccc2c(c1)CCC2,102,5,96,-28,12,6,99,-24,98
O=C1CC(c2cccnc2)c2cc3c(cc2N1)OCO3 (stereo not drawn),102,.,55,11[fluorescence artefact?],-10,-3,102,6,96

# 6 neighbouring records from above:
SMILES,Fibroblast inh,sEH act,HUVEC inhibit,ERb SRC1 inh,Smad3 FoxH1 inh,Calb biofilm kill,ERa SRC1 pot,ERa coact inh,H69AR inhibit
COc1ccccc1C(=O)Nc1ccccn1,95,-5,104,3[fluorescence artefact?],13,7,91,5,91
CCCCn1c(=O)[nH]c(=O)c2c1nc(-c1ccc(-c3ccccc3Br)o1)n2CCOC,39*,-1,44,-3,1,-5,64,16,47
CCN=C1NN=C(c2ccc(C)cc2)CS1,106,9,99,-15,32[fluorescence artefact?],8,70,0,90
CCCN1C2=NS(=O)(=O)CCN2c2ccccc21,103,-2,104,2[fluorescence artefact?],-8,3,114,5[fluorescence artefact?],97
Cn1c(-n2c(CCN3C(=O)c4ccccc4C3=O)nc3ccccc3c2=O)nc2ccccc21,89,.,93,5[fluorescence artefact?],-10,-1,119,-6,70
O=C(CCN1CCOCC1)Nc1ccc2c(c1)CCC2,102,5,96,-28,12,6,99,-24,98

# Other results:
SMILES,Fibroblast inh,sEH act,HUVEC inhibit,ERb SRC1 inh,Smad3 FoxH1 inh,Calb biofilm kill,ERa SRC1 pot,ERa coact inh,H69AR inhibit
COc1ccc(N2C(=O)C(Cl)=C(N3CCCC3)C2=O)cc1,100,-1,101,-2,-1,5,115[fluorescence artefact?],-2,82
CCCc1nc(SCC(=O)Nc2cc(Cl)ccc2OC)c2c(=O)n(C)c(=O)n(C)c2n1,89,-6,94,0,3,-2,97,-3,79
Cc1ccc(S(=O)(=O)Nc2c(C)n(C)n(-c3ccccc3)c2=O)cc1C(=O)NCc1ccccn1,98,-10,97,2[fluorescence artefact?],8,5,138[fluorescence artefact?],7[fluorescence artefact?],95
CCOCC(=O)Nc1cccc(C(=O)OCC)c1,105,-9,97,-4,4,-14,116,60*,21*
CCOC(=O)N1CCN(c2ccc(C(=O)c3cccc(F)c3)cc2)CC1,91,14,101,11,-13,8,82[fluorescence artefact?],8,79
CCCCCCn1cnc2c(c1=O)c1nc3ccccc3nc1n2Cc1cccs1,108,-8,86,-2[fluorescence artefact?],11[fluorescence artefact?],0,182,17[fluorescence artefact?],71
O=c1c(/C=C(\O)c2ccccc2)nc2ccccc2n1-c1ccccc1,104,-2,112,1,-14,-3,98[fluorescence artefact?],-4,39*
Cc1c(N=CC=Nc2c(C)n(C)n(-c3ccccc3)c2=O)c(=O)n(-c2ccccc2)n1C,100,.,116,6[fluorescence artefact?],3,9,111,3,103
CC(=O)Nc1ccc(C(=O)CSc2nc3ccccc3n2CC(=O)N2CCCC2)cc1,107,-6,104,10,9,9,68,19,93
CCOC(=O)N1CCN(C(=O)Cn2ncc3ccccc32)CC1,102,.,108,34[fluorescence artefact?],0,5,125,37[fluorescence artefact?],88
CCOc1ccccc1NC(=O)CSc1nc2c(c(=O)n1C)SC(C)C2 (stereo not drawn),92,.,104,-7,9,5,96[fluorescence artefact?],6,77
FC(F)(F)c1nnc2sc(-c3ccccn3)nn12,100,6,86,4,2,3,114,4,.
CC12CCC3(CO)COC(c4ccccc4O1)C2C3 (stereo not drawn),93,.,96,8,-8,15,111,11,101
C=CCn1c(=O)c2ccccc2n2c(SC(C)C(=O)Nc3nc(-c4ccccc4)cs3)nnc12 (stereo not drawn),95,-14,72,7,-10,-3,88[fluorescence artefact?],2,53
Cc1nn(-c2ccc(C(=O)O)cc2)c(N)c1-c1ccccc1,99,4,97,-6,-5,-2,123,-5,.
c1ccc(-c2cn3c(n2)SCC3)cc1,104,2,99,-1,4,0,103,-8,81
COC(=O)C(NC(=O)COc1ccccc1)(Nc1nc2c(s1)CCCC2)C(F)(F)F (stereo not drawn),95,12,98,-3,0,8,84,0,85
Cc1cccc(C)c1NC(=O)N1CCC(n2cnc3ccccc32)CC1,98,.,107,-1,-8,3,136,-3,90
Cc1ccc(S(=O)(=O)Nc2cc(C(C)C)c(O)cc2C)cc1,95,6,95,1,7,8,96,0,88
Cc1cncn1CCc1nc2c3ccccc3nc(=S)n2[nH]1,98,16,96,-9[fluorescence artefact?],-9,7,132,-19,84
CCCS(=O)(=O)c1nnnn1-c1cccc(OC)c1,12*,.,32,0,-2,8,111,-4,1.1*
Cc1c(NC(=O)CN2C(=O)c3ccccc3C2=O)c(=O)n(-c2ccccc2)n1C,99,1,100,-2,5[fluorescence artefact?],6,114[fluorescence artefact?],0[fluorescence artefact?],98
CN(C)C(CNC(=O)c1cccs1)c1cccnc1 (stereo not drawn),102,.,88,-14[fluorescence artefact?],-5,6,120,-4,95
CCc1sc(C(=O)N2CCN(S(C)(=O)=O)CC2)cc1Br,97,2,90,-1[fluorescence artefact?],3[fluorescence artefact?],6,90,2,99
CC12CCC(c3c(C(=O)Nc4nccs4)nn(-c4ccccc4)c31)C2(C)C (stereo not drawn),69,.,100,3,-1,1,125,-4,20*
COc1ccc(CSc2nnnn2-c2ccccc2)cc1,105,-8,103,11,6,2,99,3,95
CCC(=O)Nc1ccc(NC(=O)CSc2nnnn2CC)cc1C,95,.,96,-3,17[fluorescence artefact?],8,118[fluorescence artefact?],-5,89
COc1ccc(/C=C2\N=C3CCCCCN3C2=O)cc1OC,98,-6,96,-13,12,1,116[fluorescence artefact?],-11,97
Cc1csc(NC(=O)CSc2nnc(-c3ccc(S(=O)(=O)N4CCCC4)cc3)o2)n1,96,1,113,-8,-5,4,117,-2,34*
O=C1CCCc2c1cc(C(=O)NCc1ccco1)c(=O)n2-c1ccc(Cl)cc1,98,-7,83,5[fluorescence artefact?],8,9,99,20,70
CCCCn1c(SCc2cccnc2)nc2c1c(=O)n(C)c(=O)n2C,93,-5,84,-2[fluorescence artefact?],8,9,92,10[fluorescence artefact?],78
COc1ccc(N2CCN(C(=O)c3ccc(C(C)(C)C)cc3)CC2)cc1,102,10,110,5,-2,-3,118,-3,93

# Seven compounds out of the list, ordered by SMILES length, lowest first:
SMILES,Fibroblast inh,sEH act,HUVEC inhibit,ERb SRC1 inh,Smad3 FoxH1 inh,Calb biofilm kill,ERa SRC1 pot,ERa coact inh,H69AR inhibit
CN(C)C(CNC(=O)c1cccs1)c1cccnc1 (stereo not drawn),102,.,88,-14[fluorescence artefact?],-5,6,120,-4,95
CCCS(=O)(=O)c1nnnn1-c1cccc(OC)c1,12*,.,32,0,-2,8,111,-4,1.1*
COc1ccc(/C=C2\N=C3CCCCCN3C2=O)cc1OC,98,-6,96,-13,12,1,116[fluorescence artefact?],-11,97
CCC(=O)Nc1ccc(NC(=O)CSc2nnnn2CC)cc1C,95,.,96,-3,17[fluorescence artefact?],8,118[fluorescence artefact?],-5,89
CCc1sc(C(=O)N2CCN(S(C)(=O)=O)CC2)cc1Br,97,2,90,-1[fluorescence artefact?],3[fluorescence artefact?],6,90,2,99
O=C1CCCc2c1cc(C(=O)NCc1ccco1)c(=O)n2-c1ccc(Cl)cc1,98,-7,83,5[fluorescence artefact?],8,9,99,20,70
Cc1csc(NC(=O)CSc2nnc(-c3ccc(S(=O)(=O)N4CCCC4)cc3)o2)n1,96,1,113,-8,-5,4,117,-2,34*

# Bioassay records as filed in PubChem BioAssay.
